Bioassay records deposited in PubChem by several laboratories.
eIF4E 4G PPI: inhibitors of eIF4E and eIF4G interaction in translation initiation. TR-FRET eIF4E-eIF4GI(517-606) binding, 2 h. inhibition, % at 21.7 µM. actives 0.37% (n = 220,000);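 active = inhibition above about 30%, limit read from the data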;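 also: 0% = full FRET control wells and 100% = background wells lacking eIF4GI fragment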
14-3-3 Bad inh: disrupts binding of bovine 14-3-3 zeta to phospho-Bad peptide; inhibition, % at 21.7 µM; TR-FRET 14-3-3zeta/Dy647-pBad peptide displacement, 1 h; P63103; actives 0.71% (n = 220,000);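 active = inhibition above about 70%, limit read from the data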;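 also: 0% = full 14-3-3 plus peptide FRET controls and 100% = background without 14-3-3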
Target sequence (P63103 whole entry, looked up): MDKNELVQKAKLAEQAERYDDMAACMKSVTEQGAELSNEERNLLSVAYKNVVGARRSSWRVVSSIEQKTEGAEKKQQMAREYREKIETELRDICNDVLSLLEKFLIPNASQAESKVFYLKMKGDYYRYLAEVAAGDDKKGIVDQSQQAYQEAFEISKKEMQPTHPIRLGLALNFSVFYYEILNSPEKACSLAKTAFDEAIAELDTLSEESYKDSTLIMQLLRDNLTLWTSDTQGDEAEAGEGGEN
Wee1 degr inh: human Wee1 degradation inhibition, primary screen | P30291 | HeLa Luc-Wee1K328M stability, luciferase luminescence; 100% = proteasome inhibitor MG132 effect | reporter increase, % at 5 µM | actives 1.2% (n = 220,000);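 active = activation above the mean of all tested compounds plus 3 SD, set per screening run, cut at about 8.8% in these data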;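 also: cells exposed to compound for 20 h before luminescence read; 0% = DMSO alone and 100% = MG132 at 30 µM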
Target sequence (P30291 whole entry K328M): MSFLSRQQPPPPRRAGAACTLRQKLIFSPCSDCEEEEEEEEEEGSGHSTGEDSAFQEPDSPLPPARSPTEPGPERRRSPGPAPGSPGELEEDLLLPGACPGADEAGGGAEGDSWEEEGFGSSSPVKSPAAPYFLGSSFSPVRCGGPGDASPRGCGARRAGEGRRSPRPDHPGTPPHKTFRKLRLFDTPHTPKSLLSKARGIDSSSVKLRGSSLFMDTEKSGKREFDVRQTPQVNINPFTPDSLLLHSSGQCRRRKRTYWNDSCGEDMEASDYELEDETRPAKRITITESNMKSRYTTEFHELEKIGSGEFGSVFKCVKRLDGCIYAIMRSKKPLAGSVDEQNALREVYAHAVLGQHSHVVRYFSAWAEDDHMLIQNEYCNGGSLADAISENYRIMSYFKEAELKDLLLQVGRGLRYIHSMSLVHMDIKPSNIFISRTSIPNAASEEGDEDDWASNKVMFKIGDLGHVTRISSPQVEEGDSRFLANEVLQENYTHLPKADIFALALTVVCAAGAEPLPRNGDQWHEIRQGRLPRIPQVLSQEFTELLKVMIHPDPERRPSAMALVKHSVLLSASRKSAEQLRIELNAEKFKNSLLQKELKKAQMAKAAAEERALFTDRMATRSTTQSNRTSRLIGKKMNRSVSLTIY
Mdm2 ligase inh: inhibitors of human Mdm2 E3 ubiquitin ligase; actives 0.11% (n = 210,000); AID 1230; signal enhancement, % at 5 µM; cell-based MDM2 ubiquitination luciferase reporter, 2 h; 0 = plate control, 100 = twice control, blank-subtracted; Q00987;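 active = signal enhancement of 30% or more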;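 also: luminescence tracks abundance of the self-degrading MDM2-luciferase fusion protein; higher signal means inhibition of MDM2 E3 ligase activity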
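test system = mammalian cells stably expressing self-ubiquitinating, self-degrading MDM2 E3–luciferase fusion | quantity = 2000 cells/well | incubation = cell settling 4 h, compound treatment 2 h, both 37 °C | signal = luminescence with SteadyLite reagent, 15 min at room temperature | evaluation = % enhancement relative to plate controls after blank subtraction | benchmarks = plate controls and plate blanks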
FXIIa inh: inhibitors of human coagulation factor XIIa. P00748. purified FXIIa, Boc-QGR-AMC fluorogenic substrate, 2 h. inhibition, % at 5 µM. actives 0.3% (n = 220,000). AID 800; in the data active = inhibition above about 40%;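 also: 0% = enzyme with no compound and 100% = blank without enzyme; many of its hits are not listed in these tables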
Rad51 HR inh: Rad51 (human) homologous recombination inhibition | Q06609 | hRad51 DNA strand exchange, fluorescence dequenching | inhibition, % at 10 µM | actives 0.085% (n = 200,000) | AID 1385;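 active = inhibition above 40% at the single screening dose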;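 also: 0% = DMSO control wells and 100% = blanks with heterologous ssDNA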
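Material: hRad51 filaments on single-stranded DNA; Reagent: Donor/quencher-labelled 47-bp dsDNA substrate; Compound: 10 µM final, single point; Schedule: 37 °C 15-min filament assembly, 30-min compound preincubation, 15-min exchange; Technique: FRET fluorescence, excitation 485 nm, emission 520 nm; Benchmarks: control wells and blank wells on each plate.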
FXIa inh 1536: inhibitors of human coagulation factor XIa. P03951. purified FXIa, Boc-Glu-Ala-Arg-AMC fluorogenic substrate. inhibition, % at 5 µM. actives 0.14% (n = 220,000);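 active = inhibition of at least 40%; inactive = inhibition below 40%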;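 also: fluorescence of freed AMC excited at 355 nm; 0% = enzyme without compound and 100% = no enzyme blank; many of its hits are not listed in these tables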
KLK5 inh: blocks human kallikrein 5 protease activity. recombinant hK5, fluorogenic AMC substrate cleavage. inhibition, % at 5 µM. actives 0.59% (n = 210,000). AID 873;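 active = inhibition of 40% or more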;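 also: 0% = enzyme controls without compound and 100% = no-enzyme blanks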
p97 ATPase inh: human p97 ATPase inhibition; recombinant p97 ATPase, Kinase-Glo ATP luminescence, 3 h; inhibition, % at 8 µM; actives 0.42% (n = 220,000); in the data active = inhibition above about 15%;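 also: 0% = DMSO vehicle and 100% = wells lacking enzyme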
The depositor's hits bear a star; . = not tested or not shown; [ ] = remark or other dose. Outcome played no part in choosing rows; any-hit rate near 3.5%.

eIF4E 4G PPI	14-3-3 Bad inh	Wee1 degr inh	Mdm2 ligase inh	FXIIa inh	Rad51 HR inh	FXIa inh 1536	KLK5 inh	p97 ATPase inh	molecule
2	4	7	-8	14	8	17	4	-2	CCOc1ccc(NC(=O)c2nnn(CC(=O)Nc3ccccc3OC)c2N)cc1
2	0	-1	-7	6	2	-5	-20	0	COc1ccc(-n2nnnc2SCC(=O)Nc2ccccc2N2CCOCC2)cc1
7	-11	-4	-6	16	-10	6	-13	-4	O=C1CCCC(O)=C1C=NCCc1ccccc1
4	8	-1	7	.	-10	-8	-8	2	CC1CN(C2=Nc3cccc4cccc2c34)CC(C)O1 (configuration not stated)
21	-4	5	12	9	-8	8	-14	0	CCOC(=O)c1c(-c2ccccc2Cl)csc1NC(=O)CSc1nc(C)cc(=O)[nH]1
-12	-3	-1	-1	0	0	-12	-13	-1	CCn1c(O)c(C(C#N)=C2N=c3ccccc3=N2)c2ccccc21
1	11	0	-32	12	-5	4	3	6	COc1cccc(C(=O)Nc2nc(-c3ccc4c(c3)OCO4)cs2)c1
4[fluorescence artefact?]	-14	1	-16	-14	.	-9	-2	-8	COCCn1c(SCc2nc(N)nc(Nc3ccccc3C)n2)nc2ccccc2c1=O
3	-12	4	-18	20	-1	5	-14	-3	Cc1ccnc(N/N=C/c2ccco2)n1
1[fluorescence artefact?]	-13	-2	1	7	8	6	-11	-3	Cc1ccc(N2C(=O)C3C4C=CC(CNC(=S)Nc5cccc(Cl)c5)(O4)C3C2=O)cc1 (configuration not stated)
0	-6[fluorescence artefact?]	-2	-10	-5	-9	0	1	-2	COc1ccc(NC(=O)COC(=O)c2c(-c3ccccc3)noc2C)cc1
3	-21	1	-2	10	1	4	-23	4	CCCc1nnc(-c2cc(OC)c(OC)c(OC)c2)o1
0[fluorescence artefact?]	-4[fluorescence artefact?]	0	0	3	-2	0	4	0	C=C(C)Cn1c(CCNC(=O)C(C)C)nc2ccccc21
-2	6	2	-3	11	1	4	-1	2	COc1cccc(C(=O)Nc2cc(C(=O)NCCc3ccccc3)ccc2Cl)c1
-1	-9	2	-3	8	2	4	4	2	COc1ccc(N(CC(=O)NC2CCCC2)C(=O)Cn2nnc(-c3ccc(OC)c(OC)c3)n2)cc1
-3	-7	0	-11	-6	1	-4	-18	2	COc1cc(=O)[nH]c(=O)n1CC(=O)c1ccccc1
4	3	-3	-10	12	4	2	-1	2	O=C(O)c1sccc1S(=O)(=O)N1CCN(c2ccc(C(F)(F)F)cn2)CC1
5	-9	11*	-13	3	16	-4	-3	5	COc1ccc(C(=O)C[n+]2cccc(C)c2C)cc1[N+](=O)[O-]
-1[fluorescence artefact?]	0	1	-14	17	-3	2	-9	2	CN(CCNC(=O)C1CCN(S(=O)(=O)c2cnc[nH]2)CC1)Cc1ccccc1
3	-20	-2	1	8	1	-1	4	4	CCCC(=O)NCc1ccncc1
-9	4	-1	-5	0	-4	-15	-6	4	Cc1ccc(C)c(NS(=O)(=O)c2cc(C(=O)Nc3ccccc3-c3ccccc3)ccc2Cl)c1
0[fluorescence artefact?]	-6	-3	12	-1	-2	-4	0	-1	Cc1cnc(C(=O)Nc2ccc(-n3cnnn3)cc2)cn1
0	-3	-1	-11	1	-2	2	-3	2	CCC(C)Sc1nnc(CSc2nc3nc(C)cc(C)n3n2)o1 (configuration not stated)
8	-20	7	-2	6	.	1	-3	-3	CCN(CC)c1ccc(/C=N/NC(=O)Nc2ccccc2)cc1
-1	21	-1	-16	0	8	-5	-9	-2	CCOc1ccccc1CNC(CC)CO (configuration not stated)

Profiles from above.
Cc1ccnc(N/N=C/c2ccco2)n1 as listed: eIF4E 4G PPI: 3; 14-3-3 Bad inh: -12; Wee1 degr inh: 4; Mdm2 ligase inh: -18; FXIIa inh: 20; Rad51 HR inh: -1; FXIa inh 1536: 5; KLK5 inh: -14; p97 ATPase inh: -3
CCn1c(O)c(C(C#N)=C2N=c3ccccc3=N2)c2ccccc21 as listed: eIF4E 4G PPI: -12; 14-3-3 Bad inh: -3; Wee1 degr inh: -1; Mdm2 ligase inh: -1; FXIIa inh: 0; Rad51 HR inh: 0; FXIa inh 1536: -12; KLK5 inh: -13; p97 ATPase inh: -1
C=C(C)Cn1c(CCNC(=O)C(C)C)nc2ccccc21 as listed: eIF4E 4G PPI: 0[fluorescence artefact?]; 14-3-3 Bad inh: -4[fluorescence artefact?]; Wee1 degr inh: 0; Mdm2 ligase inh: 0; FXIIa inh: 3; Rad51 HR inh: -2; FXIa inh 1536: 0; KLK5 inh: 4; p97 ATPase inh: 0

Other entries follow.
eIF4E 4G PPI	14-3-3 Bad inh	Wee1 degr inh	Mdm2 ligase inh	FXIIa inh	Rad51 HR inh	FXIa inh 1536	KLK5 inh	p97 ATPase inh	molecule
-9	-1	-1	-9	8	-4	-2	-23	-2	O=C(NCCC1=CCCCC1)C1CCN(S(=O)(=O)c2ccc(-n3cnnn3)cc2)CC1
-3	-14[fluorescence artefact?]	0	.	5	-2	-5	-27	-3	CCOP(=O)(c1ccc(N(C)C)cc1)C(O)c1ccccc1 (configuration not stated)
1[fluorescence artefact?]	-1	0	23	2	0	6	3	-1	Cc1ccccc1OC1C(=O)N(Cc2ccc3c(c2)OCO3)C1c1sccc1C (configuration not stated)
2	0	-1	2	6	-5	-1	-1	3	O=C(NCc1ccco1)c1ccc(-c2cccc(Cl)c2)o1
-5[fluorescence artefact?]	13[fluorescence artefact?]	-1	-5	15	-6	1	-6	3	Cc1cc(C)nc(SCC(=O)N/N=C/c2cccn2-c2cccc(C(F)(F)F)c2)n1
2	8[fluorescence artefact?]	-2	-8	9	-4	2	-1	0	O=C(CN1C(=O)CCS(=O)(=O)c2ccccc21)NCc1ccc(F)cc1
-13	5	-3	-22	19	-5	2	-12	-8	Cc1ccc(S(=O)(=O)Nc2ccc(Br)cc2/C=N/n2cnnc2)cc1
1	5	2	-12	2	-23	0	-1	4	CC(C)(C)c1ccc(C(=O)Oc2ccccc2CCC(=O)O)cc1
-4	-13	-1	1	10	12	-3	-4	3	CC1=NNC(=O)C1CC(=O)N/N=C(\C)c1cccs1 (configuration not stated)
7	0	2	-15	-2	6	0	-12	3	Cc1ccc(CC(=O)Nc2cccnc2)cc1
-3	-1[fluorescence artefact?]	-4	-8	5	-6	8	-5	5	CCNC(=O)/C(C#N)=C/c1c(N2CCN(Cc3ccc4c(c3)OCO4)CC2)nc2c(C)cccn2c1=O
3	-2	8	-23	-3	16	-38	1	8	O=C(NCc1cccnc1)c1ccc2c(c1)N(Cc1ccccc1)CCS2
-1	14	-1	.	10	-5	3	1	2	CCO[C@@H]1OC(C(N)=O)=C[C@H](c2ccc(Br)cc2)[C@H]1CCCO
3	-15	5	-1	3	27	-2	-4	4	Fc1c(F)c(F)c(/C=N/NC(=S)Nc2cccnc2)c(F)c1F
2	-5	2	-1	5	9	-16	-6	-3	CC1(C)CC(=O)C=C(Nc2ccccc2F)C1
3	84*	1	-12	5	4	-8	2	2	NC(=O)CSc1nnc(-c2cccc(S(=O)(=O)N3CCCCC3)c2)o1
-4	-6	-2	-3	-7	-7	5	0	4	CC1(C)CC(CC(=O)O)(c2ccccc2)CCO1 (configuration not stated)
-4	-10	-2	-11	-9	2	-14	-13	5	COc1cccc(NC(=O)Cn2c(=O)oc3ccccc32)c1
1[fluorescence artefact?]	-5	0	2	4	7	8	-6	5	Clc1ccccc1COc1ccc(/C=N/n2cnnc2)cc1
0[fluorescence artefact?]	0[fluorescence artefact?]	-2	-22	1	.	-11	-9	3	COc1ccc(/C(C)=N/NC(=O)c2ccc(N(C)C)cc2)cc1
1	-14[fluorescence artefact?]	-2	-6	-3	-5	-6	-22	-2	O=C(CCCCCNS(=O)(=O)c1ccc(Br)cc1)NCCN1CCOCC1
19	-1[fluorescence artefact?]	6	-18	1	-10	-9	-32	2	O=C(CSc1ccsc1[N+](=O)[O-])N1CCN(c2ccccc2)CC1
0	-3	-1	-17	15	-1	4	-7	-1	NC(=O)c1ccc[n+](Cc2ccccc2)c1
2	-8	-2	-11	4	26	-6	-30	0	COCCNC(=O)CSc1nc2ccccc2c(=O)n1CCC(=O)N1CCN(c2ccccc2)CC1
0	-15	-1	-14	1	-4	-5	-42	4	CCC(=O)N/C(N)=N/c1nc(C)c2cc(OC)ccc2n1

Next part
eIF4E 4G PPI	14-3-3 Bad inh	Wee1 degr inh	Mdm2 ligase inh	FXIIa inh	Rad51 HR inh	FXIa inh 1536	KLK5 inh	p97 ATPase inh	molecule
-3	-6	1	-4	10	.	5	4	1	COc1cc(OC)cc(C(=O)NNC(=S)NC2CC2)c1
-4	10	9.4*	0	10	1	8	2	-2	COc1ccc(CC(NC(C)=O)C(=O)NC2CCN(c3nc(C)cc(C)c3C#N)CC2)c(OC)c1 (configuration not stated)
9	-8	-3	-5	-61	0	-15	-39	1	C=CCNC(=O)c1cc2c(=O)n3cc(C)ccc3nc2nc1NCC1CCCO1 (configuration not stated)
4	6	-3	.	11	-2	3	-9	0	COC(=O)c1cc(NC(=O)c2cc(C)oc2C)cc(C(=O)OC)c1
11	-1[fluorescence artefact?]	3	-5	9	2	3	-21	4	O=C(NCCCN1CCN(CCCNC(=O)c2cccc(Cl)c2)CC1)c1cccc(Cl)c1
-4	-10	-1	-5	12	-7	6	-2	-8	CC(C)c1ccccc1OCC(=O)NCC(c1cccs1)N1CCOCC1 (configuration not stated)
0	-4	0	-2	-9	1	-6	-32	-6	Cc1cc(C)nc(SCC(=O)c2ccc3c(c2)OCCO3)n1
-7	-14	-2	-19	-4	21	2	-20	2	COc1ccccc1NC(=O)COc1ccccc1C(=O)Nc1ccccc1
0	1	-2	-17	8	5	0	-1	-4	O=C(O)COc1ccccc1/C=N/NC(=O)Cc1csc(Nc2cccc(C(F)(F)F)c2)n1

Three of the compounds above, with values under each structure.
Values run as follows: eIF4E 4G PPI	14-3-3 Bad inh	Wee1 degr inh	Mdm2 ligase inh	FXIIa inh	Rad51 HR inh	FXIa inh 1536	KLK5 inh	p97 ATPase inh
COc1ccc(CC(NC(C)=O)C(=O)NC2CCN(c3nc(C)cc(C)c3C#N)CC2)c(OC)c1 (configuration not stated)
  -4	10	9.4*	0	10	1	8	2	-2
COc1ccccc1NC(=O)COc1ccccc1C(=O)Nc1ccccc1
  -7	-14	-2	-19	-4	21	2	-20	2
COC(=O)c1cc(NC(=O)c2cc(C)oc2C)cc(C(=O)OC)c1
  4	6	-3	.	11	-2	3	-9	0

By substructure, those above with a nitro group on carbon.
eIF4E 4G PPI	14-3-3 Bad inh	Wee1 degr inh	Mdm2 ligase inh	FXIIa inh	Rad51 HR inh	FXIa inh 1536	KLK5 inh	p97 ATPase inh	molecule
5	-9	11*	-13	3	16	-4	-3	5	COc1ccc(C(=O)C[n+]2cccc(C)c2C)cc1[N+](=O)[O-]
19	-1[fluorescence artefact?]	6	-18	1	-10	-9	-32	2	O=C(CSc1ccsc1[N+](=O)[O-])N1CCN(c2ccccc2)CC1
